# From PubChem BioAssay
# Bim-Bcl-XL – inhibitors of Bim-Bcl-XL binding, primary screen, biochemical, multiplexed, bead flow cytometry, human Bcl-XL. AID 1007, 2008. inhibition, % at 10 µM. 0.04% of 190,000 active. Bim peptide-Bcl-XL binding, fluorescence
# Target sequence (Q07817 whole entry, looked up): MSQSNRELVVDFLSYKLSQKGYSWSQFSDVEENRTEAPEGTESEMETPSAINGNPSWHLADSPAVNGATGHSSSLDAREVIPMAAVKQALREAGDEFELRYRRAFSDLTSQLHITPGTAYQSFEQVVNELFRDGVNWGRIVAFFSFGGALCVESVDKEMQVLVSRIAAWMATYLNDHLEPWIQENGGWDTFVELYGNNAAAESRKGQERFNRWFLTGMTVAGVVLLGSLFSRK
# Bim-Bcl-2 – inhibitors of Bim-Bcl-2 binding, primary screen, biochemical, multiplexed, human Bcl-2 family; Apoptosis regulator Bcl-2 (Homo sapiens), P10415; Bead-based flow cytometry, Bim peptide-Bcl-2 binding; inhibition, % at 10 µM; 0.06% of 190,000 active; AID 950, 2007; in the data active = inhibition above about 40%; inconclusive = no clear call, values can overlap the other calls;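 note: 0% = no compound wells with probe peptide and 100% = reference peptide inhibitor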
# Bim-Bcl-B – inhibitors of Bim-Bcl-B binding, primary screen, biochemical, multiplexed, human Bcl-2 family. 0.073% of 190,000 active. bead-based flow cytometry, Bim peptide-Bcl-B binding. Bcl-2-like protein 10 (Homo sapiens), Q9HD36. AID 951, 2007. inhibition, % at 10 µM;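 note: 0% = tracer peptide without compound and 100% = reference inhibitor peptide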
# Target sequence (Q9HD36 whole entry, looked up): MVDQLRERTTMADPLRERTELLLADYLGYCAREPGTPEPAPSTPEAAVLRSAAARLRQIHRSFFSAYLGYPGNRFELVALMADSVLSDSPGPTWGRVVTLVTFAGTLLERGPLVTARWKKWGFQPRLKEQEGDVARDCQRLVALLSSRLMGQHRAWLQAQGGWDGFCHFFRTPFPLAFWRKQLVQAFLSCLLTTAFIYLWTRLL
# RGS4-Gao reg – modulators of RGS4 binding to Galphao, primary screen, biochemical, multiplexed bead flow cytometry; actives lie on both sides; Guanine nucleotide-binding protein G(o) subunit alpha (Homo sapiens), P09471; binding response (% of control), % at 10 µM; 0.33% of 220,000 active; in the data active = binding response below about 49% or above about 150%; inactive = in between;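 note: fluorescent Galphao activated with aluminum fluoride binding bead-coupled RGS4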
# RGS8-Gao reg – RGS8-Galphao binding modulators, primary screen, biochemical, multiplexed bead flow cytometry. Guanine nucleotide-binding protein G(o) subunit alpha (Homo sapiens), P09471. actives lie on both sides. response (percent of control binding), % at 10 µM. 0.34% of 220,000 active; in the data active = response below about 60% or above about 140%; inactive = in between;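 note: Galphao activated as the GDP aluminium fluoride complex binding bead-coupled RGS8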
# RGS7-Gao – RGS7-Galphao binding modulators, primary screen, biochemical, multiplexed bead flow cytometry; 0.35% of 220,000 active; actives lie on both sides; binding response (% of control), % at 10 µM; in the data active = binding response below about 49% or above about 150%; inconclusive = no clear call, values can overlap the other calls; inactive = in between;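 note: fluorescent Galphao held in activated GDP-AlF4 state binding bead-coupled RGS7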
# Bim-Bcl-W – inhibitors of Bim binding to Bcl-W, primary screen, biochemical, multiplexed, bead-based flow cytometry; AID 952, 2007; 0.02% of 190,000 active; inhibition, % at 10 µM; Bim peptide-Bcl-W binding; Bcl-2-like protein 2 (Homo sapiens), Q92843;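 note: 0% = bound tracer without compound and 100% = peptide blocker; higher means less fluorescent Bim peptide bound to Bcl-W beads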
# Target sequence (Q92843 whole entry, looked up): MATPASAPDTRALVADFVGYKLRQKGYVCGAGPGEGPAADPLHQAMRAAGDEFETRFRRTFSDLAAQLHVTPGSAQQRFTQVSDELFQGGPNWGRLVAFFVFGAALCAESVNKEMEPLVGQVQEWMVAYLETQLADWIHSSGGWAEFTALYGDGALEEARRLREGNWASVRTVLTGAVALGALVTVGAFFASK
# Bim-Mcl-1 – inhibitors of Bim peptide binding to Mcl-1, primary screen, biochemical, bead-based flow cytometry, multiplex. inhibition, % at 10 µM. Bim peptide-Mcl-1 binding. 0.1% of 190,000 active. Induced myeloid leukemia cell differentiation protein Mcl-1 (Homo sapiens), Q07820;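 note: 0% = no compound tracer wells and 100% = peptide blocker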
# Target sequence (Q07820 whole entry, looked up): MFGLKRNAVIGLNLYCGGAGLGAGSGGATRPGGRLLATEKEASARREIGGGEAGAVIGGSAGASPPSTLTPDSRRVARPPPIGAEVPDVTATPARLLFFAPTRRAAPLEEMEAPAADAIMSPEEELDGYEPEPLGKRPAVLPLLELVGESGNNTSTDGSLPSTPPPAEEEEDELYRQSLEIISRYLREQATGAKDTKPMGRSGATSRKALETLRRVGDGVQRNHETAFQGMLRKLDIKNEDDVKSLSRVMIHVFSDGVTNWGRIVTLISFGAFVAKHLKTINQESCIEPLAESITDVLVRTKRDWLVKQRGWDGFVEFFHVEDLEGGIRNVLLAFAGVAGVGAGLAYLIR
# Mcl1 Bid PPI – Mcl-1/Bid binding inhibitors, primary screen, biochemical, TR-FRET, 1536-well; TR-FRET Mcl-1/Bid-Dy647 peptide binding; inhibition, % at 21.7 µM; 0.97% of 220,000 active; AID 1021, 2008;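 active = compounds that cut the binding signal by more than half at the single screening dose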;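 note: His-tagged Mcl-1 with europium anti-His antibody binding Bid BH3 peptide; 0% = Mcl-1 plus peptide wells and 100% = peptide-only wells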
# Bfl-1 Bim block – inhibitors of Bim binding to Bfl-1, primary screen, biochemical, multiplexed, bead-based flow cytometry; inhibition, % at 10 µM; 0.12% of 190,000 active; Bim-Bfl-1 binding inhibition; AID 1008, 2008;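 note: 0% = wells without compound plus tracer and 100% = blocker peptide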
# Mcl1-Noxa inh – Mcl-1/Noxa binding inhibitors, primary screen, biochemical, TR-FRET, 1536-well; TR-FRET Mcl-1/Noxa peptide binding, 2 h; Induced myeloid leukemia cell differentiation protein Mcl-1 (Homo sapiens), Q07820; inhibition, % at 21.7 µM; 1.5% of 220,000 active;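 active = compounds that cut the protein-peptide binding signal by more than 50% relative to plate controls in a single-dose test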;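 note: His-tagged Mcl-1 with rhodamine Noxa BH3 peptide and terbium anti-His antibody; 0% = Mcl-1 plus Noxa peptide wells and 100% = peptide-only wells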
# The depositor's hits bear a star; ? = inconclusive; . = no result given. Cut-off read from the data, not from the text of the source, unless noted: active = inhibition above about 40%. Random draw from the library; 2.7% or so of the library scored in one or more.
(1) C#CCOCCOCCOCCNc1nc(N2CCN(C(=O)C([C@@H](C)CC)n3cc(C(N)Cc4ccc(O)cc4)nn3)CC2)nc(N2CCN(C(=O)[C@H](CCC(=O)O)n3cc(C(N)Cc4ccc(O)cc4)nn3)CC2)n1 (some centres undefined)
(2) O=C(N/N=C/c1ccccn1)c1ccco1
(3) Cc1cc(C)c(C)c(S(=O)(=O)N[C@@H](C)C(=O)OCC(N)=O)c1C
(4) CC(C)Cn1c2c(c(O)c(C(=O)Nc3ncccc3O)c1=O)CCCC2
(5) COc1cccc(C(=O)c2c[nH]c(C(=O)NCc3ccco3)c2)c1
(6) C=CCN1C(=O)CSc2ccc(C(=O)NCCC3=CCCCC3)cc21
(7) COC(=O)CSC1=C(C#N)C(c2ccc(C(C)C)cc2)CC(=O)N1 (centres undefined)
(8) O=C(Nc1cc(C(F)(F)F)ccc1-n1cnc2ccccc21)c1ccccc1
(9) Cc1nn(Cc2ccc(Cl)cc2Cl)c(C)c1NC(=O)c1nc2n(n1)C(C(F)F)CC(C)N2 (centres undefined)
(10) O=C(NC1CC1)C1=C[C@H](C2CCCCC2)C[C@H](OCCCCO)O1

Assay by compound,1,2,3,4,5,6,7,8,9,10
Bim-Mcl-1,-8,0,-5,-2,-2,-3,1,-6,3,.
Bim-Bcl-B,1,-4,-7,-7,-10,-7,-9,-8,-3,.
Mcl1-Noxa inh,6,-21,-3,2,21,-3,-4,4,7,-11
Bim-Bcl-W,-9,-1,-5,-1,-3,-1,-2,-5,-3,.
Bim-Bcl-XL,-10,-1,-3,-7,-10,-8,0,-11,-1,.
RGS8-Gao reg,102,97,103,100,100,100,102,102,99,100
Bfl-1 Bim block,0,-14,-9,-11,-12,-12,-1,-2,-10,.
Mcl1 Bid PPI,13,-71,-13,-55,-22,-19,-17,8,-4,-47
RGS7-Gao,95,100,97,95,103,99,101,106,100,?
Bim-Bcl-2,-3,-5,-8,-8,-9,-11,-9,-2,-1,.
RGS4-Gao reg,98,99,100,95,105,100,104,102,95,102

(11) Cc1ccc(-c2nnc(N)o2)cc1
(12) CN1CCN(/N=C/c2ccc(Br)cc2)CC1
(13) Cc1cc(C)cc(OCC(=O)Nc2ccc(N3CCCC3)cc2)c1
(14) CCNC1=C(Cl)C(=O)c2ccccc2C1=O
(15) CCn1c(O)c(C=Nc2ccccc2)sc1=O
(16) CC1(C)CC(=O)C2=C(C1)N(Cc1ccco1)C(=O)C2(NC(=O)c1ccc(Cl)cc1Cl)C(F)(F)F (centres undefined)
(17) Cn1ccnc1C1CCCCN1Cc1nc(Cc2cccc(C(F)(F)F)c2)no1 (centres undefined)
(18) COc1ccc(CN2CCN(C(=O)c3cccs3)CC2)cc1Br
(19) COc1ccc(NC(=O)CN2CC(C)OC(C)C2)cc1Cl (centres undefined)
(20) CN(C)S(=O)(=O)c1cc(C(=O)O)c(NC2CCCCC2)cc1Cl

Assay by compound,11,12,13,14,15,16,17,18,19,20
Bim-Mcl-1,-3,0,9,1,-1,-3,1,0,1,-3
Bim-Bcl-B,-4,-1,9,-4,-4,-2,-8,-3,-1,0
Mcl1-Noxa inh,18,-12,67*,29,-20,7,6,-26,10,19
Bim-Bcl-W,-2,0,11,4,1,-5,-2,2,1,-1
Bim-Bcl-XL,-1,-1,7,0,-4,-4,0,0,-1,-5
RGS8-Gao reg,111,102,91,103,105,100,97,102,103,98
Bfl-1 Bim block,-2,-5,10,-9,-9,-4,-7,-4,-4,-2
Mcl1 Bid PPI,2,-37,5,-4,-26,-1,-6,49,0,0
RGS7-Gao,107,?,95,102,98,96,100,98,?,98
Bim-Bcl-2,-2,-1,13,-4,-5,-2,-8,-4,0,1
RGS4-Gao reg,103,103,96,105,98,97,93,100,105,104

# Reprinted from the results shown for reference:
(11) Cc1ccc(-c2nnc(N)o2)cc1
(12) CN1CCN(/N=C/c2ccc(Br)cc2)CC1
(13) Cc1cc(C)cc(OCC(=O)Nc2ccc(N3CCCC3)cc2)c1
(14) CCNC1=C(Cl)C(=O)c2ccccc2C1=O
(15) CCn1c(O)c(C=Nc2ccccc2)sc1=O
(16) CC1(C)CC(=O)C2=C(C1)N(Cc1ccco1)C(=O)C2(NC(=O)c1ccc(Cl)cc1Cl)C(F)(F)F (centres undefined)
(17) Cn1ccnc1C1CCCCN1Cc1nc(Cc2cccc(C(F)(F)F)c2)no1 (centres undefined)
(18) COc1ccc(CN2CCN(C(=O)c3cccs3)CC2)cc1Br
(19) COc1ccc(NC(=O)CN2CC(C)OC(C)C2)cc1Cl (centres undefined)
(20) CN(C)S(=O)(=O)c1cc(C(=O)O)c(NC2CCCCC2)cc1Cl

Assay by compound,11,12,13,14,15,16,17,18,19,20
Bim-Mcl-1,-3,0,9,1,-1,-3,1,0,1,-3
Bim-Bcl-B,-4,-1,9,-4,-4,-2,-8,-3,-1,0
Mcl1-Noxa inh,18,-12,67*,29,-20,7,6,-26,10,19
Bim-Bcl-W,-2,0,11,4,1,-5,-2,2,1,-1
Bim-Bcl-XL,-1,-1,7,0,-4,-4,0,0,-1,-5
RGS8-Gao reg,111,102,91,103,105,100,97,102,103,98
Bfl-1 Bim block,-2,-5,10,-9,-9,-4,-7,-4,-4,-2
Mcl1 Bid PPI,2,-37,5,-4,-26,-1,-6,49,0,0
RGS7-Gao,107,?,95,102,98,96,100,98,?,98
Bim-Bcl-2,-2,-1,13,-4,-5,-2,-8,-4,0,1
RGS4-Gao reg,103,103,96,105,98,97,93,100,105,104

# Remaining list, next part:
(21) Cc1cc(C)n(-c2nc3ccccc3nc2N2CCC(C)CC2)n1
(22) COc1cc(C2C(C#N)=C(N)Oc3c2oc(CO)cc3=O)ccc1OC(C)C (centres undefined)
(23) CNC(=S)N/N=C/c1ccc(OCc2ccccc2)c(Br)c1
(24) CC(C)NS(=O)(=O)c1ccc(CCC(=O)N2CCCC2)cc1
(25) Cc1ccc(-n2cc(-c3ccc([N+](=O)[O-])cc3)[nH]c2=S)c(C)c1
(26) Cc1ccn2cc(-c3nonc3C)cc2c1
(27) CCCNCC1COc2ccccc2O1 (centres undefined)
(28) Cc1cccc(-n2c(SCC(=O)Nc3nnc(C)s3)nnc2-c2ccoc2C)c1
(29) Nc1ncnc2c1cnn2C1CCCCC1
(30) Cc1cc2n(c1)CCn1c(C)ccc1-2

Assay by compound,21,22,23,24,25,26,27,28,29,30
Bim-Mcl-1,1,-2,-29,0,-8,1,-7,-8,.,3
Bim-Bcl-B,-5,-4,-15,-3,-20,-6,-6,-12,.,40*
Mcl1-Noxa inh,.,4,22,7,13,0,5,-4,14,11
Bim-Bcl-W,0,-1,-16,0,-5,2,-4,-6,.,23
Bim-Bcl-XL,-3,-1,-16,-3,-8,0,-7,-17,.,5
RGS8-Gao reg,98,96,103,104,92,101,103,103,102,77
Bfl-1 Bim block,-15,0,-6,-5,-7,2,-12,-25,.,28
Mcl1 Bid PPI,-5,-15,-25,-14,-29,-31,-10,67*,-13,-52
RGS7-Gao,97,87,99,100,97,103,101,98,?,72
Bim-Bcl-2,-11,-2,-9,2,-3,1,-11,-15,.,17
RGS4-Gao reg,99,82,100,103,97,104,101,99,103,82

(31) CCC1C(=O)N=C(SCC(=O)Nc2ccccc2)NC1=O (centres undefined)
(32) Nc1ccc2nc(NC(=O)C3CCCCC3)sc2c1
(33) Cc1ccc2nsnc2c1S(=O)(=O)NCc1ccc2c(c1)OCO2
(34) CCOC(=O)c1cccc(S(=O)(=O)N2CCCC2)c1
(35) CCn1c(=O)cc(SCC(=O)N2CCOCC2)c2ccccc21
(36) CCOC(=O)c1c(CN2CCCCC2)n(C)c2cc(Br)c(O)cc12
(37) COc1ccc(C2/C(=C(\O)c3ccc(OC)c(Cl)c3)C(=O)C(=O)N2CCN(C)C)cc1 (centres undefined)
(38) Cc1ccc(-n2c(-c3ccncc3)n[nH]c2=S)c(C)c1
(39) COc1cc(NC(=O)c2ccc(OC)c([N+](=O)[O-])c2)ccc1NC(=O)c1ccco1
(40) CNC(=S)N/N=C(\C)c1ccc(-n2ccnc2)cc1

Assay by compound,31,32,33,34,35,36,37,38,39,40
Bim-Mcl-1,3,-4,-2,-2,0,-1,0,-18,.,-1
Bim-Bcl-B,0,-9,-7,-5,-2,-6,0,-3,.,-5
Mcl1-Noxa inh,27,-22,4,9,-14,17,4,25,48,-4
Bim-Bcl-W,-1,-3,-5,-1,-2,-1,0,-2,.,-3
Bim-Bcl-XL,1,-3,-4,-2,-2,-4,-2,0,.,-3
RGS8-Gao reg,99,105,104,97,100,105,104,99,101,95
Bfl-1 Bim block,0,-7,-1,-2,0,-13,-1,1,.,0
Mcl1 Bid PPI,5,-58,1,-8,-2,-6,-74,-36,14,-35
RGS7-Gao,103,100,103,99,95,110,102,102,?,90
Bim-Bcl-2,4,-2,0,-5,3,-9,1,0,.,-3
RGS4-Gao reg,99,102,103,98,98,112,105,99,98,86

(41) O=C(OCc1ccc2c(c1)OCO2)c1ccc(S(=O)(=O)N2CCCCC2)cc1
(42) COc1cc2cccc(OC)c(=O)c2c(OC)c1OC
(43) Cc1cc(NCCN2CCCCC2)n2c(nc3ccccc32)c1C#N
(44) CC1CCC/C(=N\NC(=S)Nc2ccccc2)C1 (centres undefined)
(45) COC(=O)COc1ccc2c(=O)c(-c3ccccc3)coc2c1
(46) CCOCCCNCc1cccc(OCc2ccc(F)cc2)c1
(47) CCCCCCCCCCCNC(=O)c1ccoc1C
(48) CCCN(C(=O)c1cccs1)c1nnc(-c2ccncc2)s1
(49) Clc1ccc(/C=N/Nc2nn[nH]n2)cc1
(50) COc1ccc(-n2ncc3c(NCC4CCCO4)ncnc32)cc1 (centres undefined)
(51) O=C1C=CC(=O)C(C2=C3C(=O)N(CCc4ccccc4)CC(=O)N3CCC2)=C1

Assay by compound,41,42,43,44,45,46,47,48,49,50,51
Bim-Mcl-1,0,4,0,-4,.,1,-1,-1,-14,-1,-7
Bim-Bcl-B,-4,-1,0,-8,.,1,0,-6,-30,-4,2
Mcl1-Noxa inh,26,7,13,-50,-1,21,1,4,28,2,84*
Bim-Bcl-W,4,1,0,-6,.,3,0,2,-10,-1,9
Bim-Bcl-XL,11,2,0,-5,.,2,0,-3,-15,0,-1
RGS8-Gao reg,98,102,102,103,103,117,102,101,101,101,93
Bfl-1 Bim block,-10,1,-5,1,.,-18,1,-4,-24,-2,17
Mcl1 Bid PPI,2,-14,-11,-55,-1,-6,6,-15,3,-4,-49
RGS7-Gao,98,100,98,102,?,137,101,100,99,105,92
Bim-Bcl-2,-4,1,-2,-1,.,-4,5,-7,-17,0,13
RGS4-Gao reg,98,100,95,103,106,122,102,100,99,104,97
